Bioassay records: PubChem BioAssay, several laboratories
phage Ecoli inh – E. coli growth loss with phage present; growth absorbance; inhibition, % at 11.9 µM; 360,000 tested, 0.26% active; in the data active = inhibition above about 11%
Arr AP2 block – inhibitors of human beta-arrestin and AP2 interaction. FITC-arrestin peptide / GST-AP2 beads, flow cytometry; AP2 beta2 appendage carries R879A mutation. inhibition, % at 10 µM. 340,000 tested, 0.31% active;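 active = inhibition above a set limit, near 3 SD of compounds lacking own fluorescence, cut at about 54% in these data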;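 note: plate controls were DMSO wells for no effect and 5 µM unlabelled arrestin peptide for full effect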
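System: GST-AP2 R879A glutathione beads | Also added: FITC-arrestin peptide, 50 nM | Times: 12 min plus 1 h, RT | Signal: Bead flow cytometry, FITC channel | Buffer or medium: PBS with 0.05% Tween 20 and 0.1% BSA | Read-out basis: Percent drop in bead-associated FITC signal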
AddAB inh – less growth of phage-infected E. coli with AddAB | 330,000 tested, 0.29% active | E. coli expressing H. pylori AddAB, absorbance growth | inhibition, % at 11.9 µM; in the data active = inhibition above about 12%;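 note: 0% = vehicle wells of infected cells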
SUMO Mot1 rescue – inhibitors of SUMOylation pathway: yeast Mot1-301 growth rescue; S. cerevisiae Mot1-301 growth rescue, ATP luminescence, 38.5C; percent above DMSO median, 100 means doubled; growth rescue, % at 18.8 µM; 320,000 tested, 1% active;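 active = every valid replicate shows activation above 250% relative to neutral control wells; inactive = the rest, any valid replicate at or below 250%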;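 note: OY570 slx delta 5 strain wells were the positive control but not used for scaling; some compounds called inactive have numbers as strong as hits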
PfHsp90 yeast 2 – reduces growth (ATP signal) of yeast expressing P. falciparum Hsp90. 310,000 tested, 0.32% active. S. cerevisiae expressing PfHsp90, BacTiter-Glo ATP, 48 h; yeast lacking PDR1 and PDR3 efflux regulators. inhibition, % at 9.4 µM;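 active = every replicate shows inhibition above about 80%, whatever the replicate mean, limit read from the data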;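 note: 0% = DMSO neutral controls and 100% = 20 µM radicicol positive controls; yeast relying on Plasmodium falciparum Hsp90 in place of its own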
Tat export inh – inhibitors of E. coli Tat protein transport; E. coli MC4100 TorA-mCherry Tat export, fluorescence; inhibition, % at 10 µM; 340,000 tested, 0.036% active; AID 488895;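 active = mean replicate inhibition at least 50% and at least half of replicates individually reaching 50%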;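 note: exported cargo escapes ClpAP degradation while cytoplasmic cargo is degraded and loses fluorescence; 0% = median of neutral control wells and 100% = median of NaSCN control wells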
Pemphigus Ab inh – blocks pemphigus antibody binding to human desmoglein-3; DSG3-coupled beads, scFv-anti-DSG3-GFP binding, flow cytometry; hits give low values; P32926; binding (percent of control), % at 10 µM; 310,000 tested, 0.48% active;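 active = binding more than 3 SD below its plate's average and above zero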;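 note: hits lower antibody fragment binding to DSG3; some compounds called inactive have numbers as strong as hits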
Target sequence (P32926 whole entry, looked up, the tested form may be a part): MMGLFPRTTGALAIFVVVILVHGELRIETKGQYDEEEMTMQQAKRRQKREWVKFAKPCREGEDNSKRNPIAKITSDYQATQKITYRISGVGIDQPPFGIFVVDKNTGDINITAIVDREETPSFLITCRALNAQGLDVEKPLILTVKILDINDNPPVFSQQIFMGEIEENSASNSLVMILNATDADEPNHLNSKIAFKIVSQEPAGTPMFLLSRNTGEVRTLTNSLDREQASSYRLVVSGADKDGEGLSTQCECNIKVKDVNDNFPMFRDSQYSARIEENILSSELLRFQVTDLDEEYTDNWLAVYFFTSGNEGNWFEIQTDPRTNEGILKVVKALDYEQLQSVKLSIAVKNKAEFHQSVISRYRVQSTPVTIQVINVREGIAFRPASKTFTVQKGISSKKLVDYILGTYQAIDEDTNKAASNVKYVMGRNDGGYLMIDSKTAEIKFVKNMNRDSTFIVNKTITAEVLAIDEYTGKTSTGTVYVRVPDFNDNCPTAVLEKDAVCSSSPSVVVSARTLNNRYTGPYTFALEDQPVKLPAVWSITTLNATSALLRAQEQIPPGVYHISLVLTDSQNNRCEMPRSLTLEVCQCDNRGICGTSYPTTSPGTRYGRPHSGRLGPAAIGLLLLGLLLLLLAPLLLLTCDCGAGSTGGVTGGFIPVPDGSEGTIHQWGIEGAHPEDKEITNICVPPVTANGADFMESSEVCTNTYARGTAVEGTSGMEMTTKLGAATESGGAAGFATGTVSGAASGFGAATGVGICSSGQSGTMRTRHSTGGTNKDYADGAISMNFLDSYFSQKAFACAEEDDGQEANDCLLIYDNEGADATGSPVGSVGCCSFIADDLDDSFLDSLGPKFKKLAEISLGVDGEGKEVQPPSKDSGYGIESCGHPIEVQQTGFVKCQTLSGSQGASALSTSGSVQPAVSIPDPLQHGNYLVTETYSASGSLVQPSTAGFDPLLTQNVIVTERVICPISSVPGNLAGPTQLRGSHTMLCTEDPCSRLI
PKA-R1A activ – PKA-R1A complex activation; P00514+P68181; PKA-R1A dissociation, Cy5-IP20 fluorescence polarization; scaled: DMSO 0%, 113 µM cGMP 100%; activation, % at 11.4 µM; 340,000 tested, 0.083% active; AID 504707;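 active = percent activation above the mean of all tested compounds plus 3 SD, cut at about 19% in these data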;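 note: higher means more PKAc released from R1A so a rise in polarization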
MOR-DOR ag – OPRM1-OPRD1 heterodimerization agonism. P35372+P41143. cells, luminescence. activation, % at 9.3 µM. 340,000 tested, 0.3% active; in the data active = activation above about 18%;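 note: 0% = vehicle-treated cells and 100% = reference agonist; values of inactives mirror those of a sister screen read the other way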
E coli growth – bacterial growth inhibition, counter-screen for AddAB inhibitors | inhibition, % at 11.9 µM | AID 449728 | 330,000 tested, 0.27% active | E. coli V3065 growth, OD600 absorbance, 18 h;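 active = inhibition above the campaign's mean inhibition across all tested compounds plus 3 SD, cut at about 9.9% in these data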;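 note: uninfected addAB+ strain grown without phage in ampicillin broth; 0% = DMSO wells and 100% = ciprofloxacin 0.95 µg/ml wells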
OPRM1-OPRD1 inv – inverse agonists of human mu-delta opioid receptor heterodimerization; cell-based MOR-DOR heterodimer luminescence, inverse agonism; P35372+P41143; 340,000 tested, 0.21% active; inhibition, % at 9.3 µM; in the data active = inhibition above about 22%, passing the limit was not always enough;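 note: 0% = cells with DMSO and 100% = wells without cells with DMSO; values of inactives mirror those of a sister screen read the other way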
Starred values were filed as active, the others as inactive; nt = no result given.

SMILES	phage Ecoli inh	Arr AP2 block	AddAB inh	SUMO Mot1 rescue	PfHsp90 yeast 2	Tat export inh	Pemphigus Ab inh	PKA-R1A activ	MOR-DOR ag	E coli growth	OPRM1-OPRD1 inv
CCc1ccc(NC(=O)C(C)Oc2nnc(-c3cccs3)c(-c3cccs3)n2)cc1 (centres undefined)	2.0	25	3.1	-13	-18	4	88	-13	-1.3	0.6	6
C/C(=N/OC(=O)c1cccc(C(F)(F)F)c1)c1cnccn1	2.0	-5	2.0	-11	6	-7	nt	-13	-3.7	0.4	17
COc1nccnc1NS(=O)(=O)c1ccc(NC(=S)NC(=O)/C=C/c2ccccc2)cc1	1.3	33	-0.9	22	-9	-4	129	-4	-0.6	-0.5	3
COc1cc(C(=O)Nc2ccc(S(=O)(=O)N(C)c3ccccc3)cc2)cc(OC)c1OC	2.4	-2	2.5	-12	-1	9	nt	2	-0.6	1.9	3
O=[N+]([O-])c1ccc(OCC(O)CN(CCO)CCO)cc1 (centres undefined)	4.0	nt	2.0	11	-13	-2	98	0	-2.7	-2.2	14
O=C(Cc1c(F)cccc1Cl)NCc1cccnc1	0.9	11	2.6	-12	-13	-5	113	-6	-2.2	-3.0	11
Cc1ccc2cccc(OCCCOc3ccccc3CO)c2n1	3.3	-2	2.0	10	-11	9	114	7	-1.1	-0.3	6
O=c1sc(/C=N/Nc2ccccc2)c(Cl)n1Cc1ccccc1	1.5	4	1.0	510	-2	4	87	-9	12	-0.8	-85
Cc1ccc2oc(=O)c3cc(C(=O)N4CCN(C)CC4)sc3c2c1	1.7	-4	-0.8	-5	4	-9	90	-6	-1.8	-2.1	10
COc1ccc(OCC(=O)OCC(=O)NC2CCCC2)cc1	2.0	-5	-1.1	-12	1	-8	95	0	-2.8	-2.4	14
Cc1nc2ncnn2c(N2CCC(C(=O)NC3CCCC3)CC2)c1Cc1ccccc1	1.9	-3	1.3	5	nt	-10	103	2	-0.6	-0.8	3
Cc1cccc(N2CCN(C(C)C(=O)N3CCc4ccccc43)CC2)c1C (centres undefined)	3.7	19	3.0	166	13	-1	nt	1	2.4	0.6	-18
Cn1nc(C(=O)N2CCOCC2)c2ccccc2c1=O	2.7	-10	-0.6	15	23	-4	nt	2	-2.0	1.5	11
CCOC(=O)CSc1nnc(Cn2nnc(-c3ccccc3)n2)n1CC	2.2	11	-2.8	-1	10	0	98	-7	-2.8	1.1	16
Cc1cc(C)n(C(=O)/C(C#N)=C/N(C)C)n1	5.2	1	3.0	32	-4	-9	91	-6	1.2	-3.5	-8
Cc1ccc(-n2ncc3c2ncn2nc(-c4ccco4)nc32)c(C)c1	0.6	1	-0.6	-13	2	-1	97	-4	-0.1	1.3	1
COC(=O)Cc1nc(Nc2ccccc2)sc1C	2.3	3	1.3	15	nt	nt	96	nt	nt	2.8	nt
CCOC(=O)c1cnc(-c2ccccc2)nc1C(F)(F)F	0.1	-17	3.5	40	-9	-10	nt	3	1.7	1.4	-8
COc1ccc(C(C)(C)C)cc1NC(=O)c1ccoc1C	2.9	-13	0.2	-18	nt	1	104	10	4.4	-0.9	-20
COc1ccc(OC)c(Nc2nc3nonc3nc2N2CCCCC2)c1	3.1	24	0.3	-28	-10	-4	112	-11	-2.9	-2.0	15
Cn1c(=O)c2c(ncn2CCC(=O)N/N=C/c2ccncc2)n(C)c1=O	1.5	3	2.3	-9	13	-2	nt	6	-3.8	0.3	19
COCCN(C(=O)C1CCC1)c1nnc(-c2cccnc2)s1	2.2	17	-1.4	3	21	4	101	4	-1.0	-1.1	5
COc1cc(OC)c(C(=O)OCC(=O)Nc2ccc(N3CCOCC3)cc2)cc1OC	1.0	5	0.7	-18	12	7	109	0	-2.2	-0.4	11
N#C/C(=C\c1ccc([N+](=O)[O-])cc1)C(=O)NCCCn1ccnc1	2.6	-11	1.9	33	17	5	100	1	3.7	-1.4	-19
O=c1oc(-c2ccccc2[N+](=O)[O-])nc2ccccc12	2.5	21	1.3	-28	10	2	104	-4	-2.1	0.9	12
O=C(NCc1cccs1)c1ccc(CS(=O)Cc2cccc(Cl)c2)o1 (centres undefined)	4.0	-10	0.8	-16	6	-1	nt	6	-2.3	1.6	13
Cc1nonc1C(=O)N/N=C/c1ccncc1	4.1	-8	3.2	-15	6	-4	99	11	0.9	2.2	-6
CCOc1ccc(OCCCC(=O)N2CCN(S(=O)(=O)c3ccc(Cl)cc3)CC2)cc1	2.7	-14	-1.2	6	-14	4	103	-5	-1.1	-1.7	7
CCN(C(=O)Cn1nc(C(=O)O)c2ccccc2c1=O)C1CCCCC1	2.7	28	2.7	-15	5	-4	95	-2	-1.0	-0.5	6
COc1cc(C2NC(=O)NC(O)(C(F)(F)F)C2C(C)=O)cc(OC)c1OC (centres undefined)	2.3	2	2.7	187	-34	-10	94	3	-0.1	-1.3	1
Cc1ccc(N2CC(C(=O)Nc3ccccc3C(=O)NC3CCCCC3)CC2=O)cc1C (centres undefined)	1.6	-4	0.5	-10	-87	2	104	-3	-1.2	0.6	6
CC(=O)Nc1nnc(SCc2ccc(F)cc2)s1	0.3	7	0.4	-10	-26	-1	89	-1	-0.7	1.6	4
CCOc1ccc(CCNC(=O)COC(=O)c2cccc(S(=O)(=O)N3CCOCC3)c2)cc1OCC	2.9	-2	-1.4	-5	nt	-13	91	10	-1.9	-2.1	12
COc1cc(OC)cc(-c2cc3nc(C)c(CCC(=O)NCc4ccccc4)c(C)n3n2)c1	-0.1	2	-0.7	-4	21	2	92	-11	-2.2	3.3	12
CCc1cc(C(=O)Cc2ccc(F)cc2)c(O)cc1O	3.1	10	3.8	4	17	8	94	3	5.4	0.6	-29
COC(=O)COc1cccc2c(=O)n(CC(=O)NCCc3ccc(OC)c(OC)c3)ccc12	2.5	2	-0.8	-5	-15	10	75	3	-1.5	2.2	8
CCc1ccc(CN2CCC(n3nccc3NC(=O)c3ccc4c(c3)OCO4)CC2)cc1	0.6	38	2.2	1	11	0	108	-12	-4.0	0.7	22
COc1ccc(NC(=O)CSc2nnnn2C2CCCC2)c(OC)c1	1.5	3	nt	nt	7	-2	116	-2	2.1	nt	-17
O=C(CSc1nnc(CNC(=O)c2ccccc2)o1)NCCc1ccccc1	0.7	2	-0.7	-2	25	-3	102	4	-2.9	-0.7	16
COc1ccc(-c2nnc(SC)n2C)cc1	4.9	-3	1.6	-1	-5	2	101	-12	-2.3	0.9	12
COc1ccccc1/C=C/C(=O)N1CCc2cc(OC)c(OC)cc2C1C (centres undefined)	1.2	14	-1.4	389*	3	6	114	12	-0.3	0.1	2
CCOC(=O)c1ccc(NC(=O)C(C)Sc2nc(O)c(-c3ccccc3)c(=O)[nH]2)cc1 (centres undefined)	4.3	2	0.9	17	-113	0	102	2	-1.9	2.8	10
COc1ccc(CC(=O)OCC(=O)Nc2ccc(F)cc2)cc1	0.7	0	nt	nt	3	14	103	9	-1.5	nt	10
CCOc1ccc2nc(NC(=O)NC3CCCCC3)sc2c1	1.9	16	-1.5	296	nt	-1	113	-9	-0.9	-1.7	4
CC(=O)c1cc(CN2CCN(CCC(C)C)C(CCO)C2)cs1 (centres undefined)	0.2	-12	2.9	450	-15	7	98	-11	-2.4	0.9	12
CSCc1nnc(NC(=O)c2ccc(S(=O)(=O)N(C)C)cc2)o1	3.0	0	3.3	7	-21	-6	103	2	1.3	-0.2	-10
O=C(Cc1ccccc1[N+](=O)[O-])NCc1ccco1	2.2	11	1.2	4	-11	-1	107	-4	-2.2	-1.1	12
CCOc1cc(/C=C2/C(=O)NN(c3cccc(Cl)c3)C2=O)ccc1O	2.5	0	0.8	10	17	10	114	-7	-0.3	0.0	2
Cc1cc(N/C(=N\S(=O)(=O)c2ccc(F)cc2F)c2ccccc2)no1	2.5	4	-0.8	11	-16	15	95	5	3.7	0.8	-20
COc1ccc(CCNC(=O)C(=O)NCC2CCCN2S(=O)(=O)c2cc(C)ccc2C)cc1 (centres undefined)	-0.4	-5	0.6	207	nt	-7	nt	-1	-2.7	-0.8	14
CCC(=O)NC1=C(C#N)C2(CCCC2)Cc2ccccc21	1.3	1	2.1	-9	13	-6	nt	-5	-2.2	-1.1	10
Cc1ccccc1C(C)NC(=O)COC(=O)Cn1cc(C(F)(F)F)ccc1=O (centres undefined)	1.2	9	2.1	nt	12	-5	99	1	0.3	2.0	-1
COc1ccc(NC2=CC(c3ccc(OC)cc3)N(c3ccc(OC)cc3)C2=O)cc1 (centres undefined)	4.6	7	2.1	-10	10	1	106	-4	-0.2	-1.5	2
COc1cc(/C=N/NC(=O)c2cccc3ccccc23)cc(OC)c1OC	2.8	-18	1.9	-5	17	-13	nt	9	-2.5	-3.2	12
CC(C)C[C@H](NC(=O)c1nc[nH]c1C(=O)N1CCc2ccccc2C1)C(=O)OC(C)(C)C	1.6	6	0.2	-7	-5	7	109	-7	10	0.3	-57
O=C(O)CCn1cc(/C=C/C(=O)c2ccc(Cl)cc2)c(-c2cccc(Br)c2)n1	-1.7	9	1.7	-26	-93	16	98	5	-0.3	0.3	2
CC(=O)N1CCN(C(=S)c2ccc(-c3ccc(Cl)cc3)o2)CC1	2.6	-8	4.5	-5	-11	1	99	3	-1.1	-2.9	5
O=C1/C(=C/N(C(=O)c2ccco2)c2ccc(Cl)cc2)Sc2ccccc21	nt	35	5.3	-17	-6	-6	105	-7	0.6	-0.3	-3
CCOC(=O)c1ccccc1NC(=S)N1CCN(C(=O)c2ccco2)CC1	1.3	28	0.6	291	-21	-2	nt	-2	-0.5	-1.6	3
COc1cccc2cc(-c3ccccc3)oc12	3.6	6	4.5	79	nt	nt	102	nt	nt	2.7	nt
The listing continues:
SMILES	phage Ecoli inh	Arr AP2 block	AddAB inh	SUMO Mot1 rescue	PfHsp90 yeast 2	Tat export inh	Pemphigus Ab inh	PKA-R1A activ	MOR-DOR ag	E coli growth	OPRM1-OPRD1 inv
O=C1Nc2ccc(NS(=O)(=O)c3cccs3)c3cccc1c23	1.6	96*	2.4	-9	2	-1	98	-1	-3.3	4.2	16
O=c1[nH]c(=S)[nH]c2nc(-c3ccccc3)cnc12	2.6	3	1.8	13	-1	1	109	-5	-1.0	2.2	5
CC1=NCCN1CCNC(=O)Nc1ccc(C(C)(C)C)cc1	-1.3	0	-1.4	18	6	-2	99	nt	nt	-1.4	nt
O=C(COc1cccc(C(F)(F)F)c1)NCC(c1ccco1)N1CCCCC1 (centres undefined)	1.3	-12	0.9	4	-11	0	107	3	10.0	0.2	-52
O=C(NCc1cccnc1)c1cc(S(=O)(=O)N2CCCCC2)ccc1Cl	1.6	-6	0.1	103	nt	-3	nt	-7	-1.6	-0.5	10
